Giardia FBPA inh: blocks Giardia fructose-bisphosphate aldolase activity. A8B2U2. purified Giardia FBPA. Potency, µM (top dose mostly 59.6 µM), without a hit: top-dose activity, negative = inhibition, actives largely listed as inhibitors. actives 0.71% (n = 290,000). AID 2451; also: potency is read from the fitted curve at half-maximal effect; nearly all actives have a fitted effect of over 55% in size
Target sequence (A8B2U2 whole entry, looked up): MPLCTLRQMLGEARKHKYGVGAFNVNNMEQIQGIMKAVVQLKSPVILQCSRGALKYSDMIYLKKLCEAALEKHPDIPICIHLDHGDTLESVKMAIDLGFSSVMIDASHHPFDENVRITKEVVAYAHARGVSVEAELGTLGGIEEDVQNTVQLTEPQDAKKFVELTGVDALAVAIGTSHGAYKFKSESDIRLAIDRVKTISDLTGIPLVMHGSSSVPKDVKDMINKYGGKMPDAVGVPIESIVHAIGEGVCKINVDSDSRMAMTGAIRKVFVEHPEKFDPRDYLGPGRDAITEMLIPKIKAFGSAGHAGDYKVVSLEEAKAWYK
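40 nM FBPA preincubated 10 min at RT with compound (up to 57.5 uM final), then substrate plus GAPDH/TPI/NAD/arsenate coupling and diaphorase/resazurin added. Fluorescence read after 20 min at RT, 525/598 nm.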
AmpC no deterg: AmpC beta-lactamase inhibition without detergent | P00811 | AmpC nitrocefin hydrolysis, absorbance 480 nm, 0.0001% Triton | Potency, µM (highest dose often 57.1 µM), inactives show at the top dose activity change, negative = inhibition, usual class: inhibitors | actives 0.52% (n = 330,000) | AID 485341;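 also: potency is read from the fitted curve at half-maximal effect; plate controls were no compound for no effect and no enzyme for full effect; nearly all actives have a fitted effect of over 20% in size; some results filed as inactive show a strong effect at the top dose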
Target sequence (P00811 whole entry, looked up): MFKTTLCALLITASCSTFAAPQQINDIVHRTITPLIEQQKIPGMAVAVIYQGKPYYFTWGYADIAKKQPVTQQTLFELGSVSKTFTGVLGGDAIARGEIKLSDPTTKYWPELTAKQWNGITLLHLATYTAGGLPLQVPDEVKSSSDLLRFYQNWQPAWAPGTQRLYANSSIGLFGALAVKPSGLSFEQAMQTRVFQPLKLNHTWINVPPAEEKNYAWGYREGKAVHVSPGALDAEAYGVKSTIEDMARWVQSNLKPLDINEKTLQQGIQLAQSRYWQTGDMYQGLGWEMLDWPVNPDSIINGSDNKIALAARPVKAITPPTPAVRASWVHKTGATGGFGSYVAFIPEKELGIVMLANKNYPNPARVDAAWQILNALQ
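AmpC (5.3 nM in the dispensed reagent) in 20 mM phosphate pH 7.0 with 0.01% (detergent screen) or 0.0001% Triton X-100 was preincubated with compounds for 15 min at room temperature. Nitrocefin was then added from an 800 uM solution, and hydrolysis was followed at 480 nm.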
Sm TGR inh: blocks Schistosoma mansoni thioredoxin glutathione reductase; Q962Y6; purified TGR, DTNB reduction, TNB absorbance 405 nm; Potency, µM (highest dose often 114 µM), for the others: top-dose activity change, negative = inhibition, most hits filed as inhibitors; actives 3% (n = 360,000); AID 485364; also: potency is read from the fitted curve at half-maximal effect; nearly all actives have a fitted effect of over 60% in size
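Kinetic colorimetric format: TGR-catalysed, NADPH-driven DTNB reduction monitored via TNB absorbance. Enzyme dispensed at 20 nM; compound exposure 15 min at room temperature before reaction start.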
AmpC detergent: AmpC beta-lactamase inhibition with detergent present; AmpC hydrolysis of nitrocefin, absorbance 480 nm, 0.01% Triton; Potency, µM (doses to about 114 µM), without a hit: at the highest dose activity change, negative = inhibition, hits mostly inhibitors; actives 0.041% (n = 370,000); AID 485294;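 also: potency is read from the fitted curve at half-maximal effect; 0% = no-compound wells and -100% = no-enzyme wells; nearly all actives have a fitted effect of over 25% in size; some results filed as inactive show a strong effect at the top dose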
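AmpC (5.3 nM in the dispensed reagent) in 20 mM phosphate pH 7.0 with 0.01% (detergent screen) or 0.0001% Triton X-100 was preincubated with compounds for 15 min at room temperature. Nitrocefin was then added from an 800 uM solution, and hydrolysis was followed at 480 nm.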
HCV inh: inhibitors of hepatitis C virus infection | Huh7.5.1 HCVcc-Cre infection, luciferase reporter, 44 h | actives 3.4% (n = 340,000) | Potency, µM (titrated, usually from 41.8 µM), for the others: top-dose activity change, negative = inhibition, hits mostly inhibitors; also: potency is read from the fitted curve at half-maximal effect
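Antiviral activity was scored by luciferase reporter output from cells infected with HCVcc-Cre (~0.5 moi) in presence of compound, 44 h infection period, cells seeded 1,000/well 4 h prior.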
HCMV antiviral: inhibitors of human cytomegalovirus | actives 4.5% (n = 410,000) | AID 1259415 | activity change, negative = inhibition, % at 57.5 µM | HFF cells, HCMV-luciferase reporter, 72 h; active compounds read low; in the data active = activity change below about -60%; inconclusive = no clear call, values can overlap the other calls; inactive = above about -39%
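Compounds were evaluated in HFFs infected with an HCMV luciferase reporter virus (MOI 1 PFU/cell). Luciferase in lysates collected 72 h post infection served as the replication measure.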
* = called active by the depositor; ? = inconclusive; . = not tested or not shown; & = joins results of further samples; [ ] = another dose, or the depositor's remark. Unless noted, calls follow the shape of the dose curve; as a rule, active = well fitted curve in the direction sought with a large enough effect; inconclusive = small, poorly fitted or top-dose-only effect, or another doubt; inactive = no such curve, though single readings can be large; an effect the other way counts as inactive or inconclusive. Unless noted, % is scaled to controls: 0 for no effect and ±100 for the full control effect.

SMILES	Giardia FBPA inh	AmpC no deterg	Sm TGR inh	AmpC detergent	HCV inh	HCMV antiviral
CC(C)CC(C(=O)OCC(=O)c1c(N)n(C)c(=O)n(C)c1=O)N1C(=O)C2CC=CCC2C1=O (centres undefined)	2%	95%[activator]	-1%	0%	19%	44
O=C(O)/C=C/C(=O)Nc1ccc2nccnc2c1	-23%	-34%	-35%	0%	4%	-9
CC1CC(C)CN(S(=O)(=O)c2ccc(C(=O)N(c3ccccn3)C3CCCCC3)cc2)C1 (centres undefined)	-4%	38%	9%	-2%	-5%	-23
Cc1cccc(N2C(=O)CCC2=O)c1	4%	-20%	1%	-7%	5%	20
COc1ccc(CNC(=O)C2CCN(S(=O)(=O)c3ccc(C)cc3)CC2)cc1	.	.	6%	10%	.	8
CCN(C(=O)Cn1nnc(-c2ccccc2)n1)C1CCS(=O)(=O)C1 (centres undefined)	.	?	2%	-5%	36%[activator]	-6
Cc1nc2cc(NC(=O)COc3ccccc3C#N)ccc2n1-c1ccccc1	7%	117%[activator]	0%	-14%	?	-11
Cc1ccc(CNCc2ccc3c(c2)OCO3)cc1	?	-21%	-14%	-3%	-4%	-13
CC(=O)N1N=C(c2ccccc2O)OC1(C)CC(=O)Nc1ccccc1 (centres undefined)	?	-23%	-14%	?	-16%	97
COc1ccc(NC(=O)c2ccc(S(=O)(=O)N(C)c3ccccc3)cc2)cn1	-3%	-4%	2%	-7%	?	-62*
CC(=O)c1c(C)[nH]c(C(=O)OCC(=O)N(Cc2ccccc2)C(C)(C)C)c1C	.	70%[activator]	0%	?	1%	-4
O=C(CNC(=O)c1ccccc1)OCc1nnc(-c2ccccc2)o1	.	-42%	-1%	?	10%	-4
CC(=O)Oc1c(C)c(=O)n(C)c2ccccc12	1%	-2%	-6%	-8%	36%[activator]	?
COC(=O)c1ccc(Oc2cc(C)nc(Cl)n2)cc1	0%	-24%	.	1%	21%	-31
CCCC(=O)OCC(=O)Nc1ccc(OC(F)F)cc1	1%	-3%	2%	-5%	-12%	2
Cc1ccc(S(=O)(=O)CCC(=O)OC(C)c2nnc(-c3cccs3)o2)cc1 (centres undefined)	.	-10%	.	.	24%	3
CCN(C1CCCCC1)S(=O)(=O)c1cn(C)c(=O)n(C)c1=O	8%	-1%	-12%	0%	11%	-26
Cc1c(N2C(=O)C(C)SC23C(=O)Nc2ccccc23)c(=O)n(-c2ccccc2)n1C (centres undefined)	8%	-21%	4%	-1%	10%	23
COc1cc(NC(=O)CSCC(=O)Nc2cc(OC)cc(OC)c2)cc(OC)c1	-1%	-30%	4%	-5%	-16%	.
CN(C)c1ccc(Nc2nc3ccccc3n3nnnc23)cc1	.	.	-9%	9%	.	-62*

The last 2 records of the part before lead into the next:
SMILES	Giardia FBPA inh	AmpC no deterg	Sm TGR inh	AmpC detergent	HCV inh	HCMV antiviral
COc1cc(NC(=O)CSCC(=O)Nc2cc(OC)cc(OC)c2)cc(OC)c1	-1%	-30%	4%	-5%	-16%	.
CN(C)c1ccc(Nc2nc3ccccc3n3nnnc23)cc1	.	.	-9%	9%	.	-62*
O=c1c2c([nH]n1-c1ccccc1)CCSC2	-6%	-40%	-32%	3%	13%	?
OC(c1cccc(OCc2ccccc2)c1)c1nnc(-c2ccccc2)o1 (centres undefined)	2%	-2%	10%	1%	?	?
Cc1cc(Nc2ccc(C(=O)O)cc2)nc(N)n1	-29%	-12%	3%	-13%	1%	30
C#CCOCCOCCOCCNc1nc(N2CCN(C(=O)[C@H](CCC(=O)O)n3cc(C(N)CC(C)C)nn3)CC2)nc(N2CCN(C(=O)[C@H](Cc3cc4ccccc4[nH]3)n3cc(C(N)CC(C)C)nn3)CC2)n1 (some centres undefined)	-7%	196%[activator]	?	1%	20%	.
CC(C)(C)c1cn(-c2ccccc2)c(=S)[nH]1	7%	-15%	9%	-4%	19%	-17
O=C(COC(=O)c1ccc(Cl)nc1)Nc1nnc(-c2ccccc2)o1	.	-24%	-1%	-8%	28%	-33
CSC[C@H](NC(=O)COc1cc2c(c3oc(=O)c(C)c(C)c13)CCC(C)(C)O2)C(=O)O	-9%	-14%	-23%	-5%	-2%	?
O=C(O)c1cc(S(=O)(=O)N(Cc2ccccc2)c2ccccc2)ccc1Cl	?	-26%	-6%	1%	18%	-27
COc1ccc(N2CCN(C(=O)c3ccc4c(Cl)c5c(nc4c3)CCCC5)CC2)cc1	2%	-3%	-3%&-5%	18%&-8%	?	-2&5
Cc1cc(C)n2nc3nc4c(cc3c2n1)CCCC4	?	-1%	1%	-2%	2%	22
Cc1ccc(S(=O)(=O)c2nc(-c3ccccc3F)oc2NCc2ccccc2)cc1	.	.	48%[activator]	15%	.	-3
CCCOc1ccc(/C=C/C(=O)Nc2ccc([N+](=O)[O-])cc2C)cc1OC	5%	-14%	2%	2%	-18%	-96*
CCc1ccc(C(=O)c2cncc(Br)c2)cc1	-2%	.	-8%	-2%	9%	-69*
CCC(=O)N(Cc1cc2cc(OC)ccc2[nH]c1=O)c1cc(C)ccc1C	-6%	-16%	-4%	-6%	-11%	7
Cc1cccc(NC(=O)CN(C)S(=O)(=O)c2cccc3cccnc23)c1C	9%	0%	8%	4%	1%	0
CC(C)(C)c1ccc(-c2nc3n(c(=O)c2C#N)CCS3)cc1	-1%	52%	-2%	-8%	-9%	11
COC(=O)C1=C(C)N(c2ccc(C)cc2)/C(=C/c2ccc(O)cc2)C1=O	5%	-22%	.	-13%	?	?
O=C1c2ccccc2C(=O)N1CCOc1ccc(F)cc1	1%	-18%	0%	1%	-1%	-4
COc1c(C(=O)NNC(=O)c2ccccc2)csc1Br	4%	-23%	16%	7%	-25%	91
O=C(c1cnn(C(=O)c2ccco2)c1)c1cc(Cl)cc(Cl)c1O	.	-19%	.	.	0%	0
COC(=O)c1c(NC(=O)CN2CCCc3ccccc32)sc(C)c1C	4%	-22%	0%	-6%	?	?
CC(=O)NC12CC3CC(C1)CC(C(=O)OCC(=O)c1cc(C)n(C)c1C)(C3)C2	.	124%[activator]	.	.	-27%	41
CCCCc1cc(=O)oc2cc(OC3CCCCC3=O)ccc12 (centres undefined)	-7%	-8%	2%	-14%	8%	-2
Cc1occc1C(=O)NCCc1ccc(Cl)cc1	-1%	-12%	22µM*	-7%	14%	20
Cc1ccc(C)c(C(=O)CSc2n[nH]c(C(C)C)n2)c1	-9%	-28%	1%	-1%	-3%	?
c1ccc(CN2CCCC3(CCCN(Cc4nc(COc5ccccc5)no4)C3)C2)cc1 (centres undefined)	-2%	10%	1%	-4%	-1%	-9
O=C(c1cccc(NC2=NC3CS(=O)(=O)CC3S2)c1)N1CCN(c2ncccn2)CC1 (centres undefined)	?	-11%	-25%	-8%	10%	53
Cc1ccccc1C(=O)NCCNc1ccc([N+](=O)[O-])cc1	-1%	-2%[2.29 µM]	-7%	-14%	-5%	-17
O=C(NCc1ccco1)c1ccc(N2CCCCC2)c([N+](=O)[O-])c1	0%	-36%	-8%	-2%	?	-14
COc1ccc(C(=O)Nc2nnc(SCC(=O)Nc3ccc(NC(C)=O)cc3)s2)c(OC)c1	.	-6%	6%	8%	-12%	64
CN(c1ccc(C(=O)Nc2cccc(O)c2)cc1)S(=O)(=O)c1ccccc1	3%	-6%	5%	-13%	?	1
COCCCNC(=O)CSC1=Nc2ccccc2C2=NC(CC(=O)NCc3ccccc3)C(=O)N12 (centres undefined)	-8%	-7%	11%	14%	?	53
Cc1ccc(NC(=O)c2ccncc2)cc1[N+](=O)[O-]	1%	-2%	6%	?	4%	-25
COc1ccccc1CCNC(=O)C(=O)NCC1OCCCN1S(=O)(=O)c1cc(C)ccc1C (centres undefined)	.	72%[activator]	0%	-7%	?	-18
COc1ccccc1NC(=S)N(C(C)C)C(C)c1ccccn1 (centres undefined)	-8%	-7%	1%	10%	-19%	-4
COc1cc(NC(=O)C2CCCN(c3ncccn3)C2)cc(OC)c1 (centres undefined)	-5%	19%	-1%	-5%	2%	28
C#CCSC1=C(C#N)C(c2cccs2)C(C(=O)OCC)=C(C)N1 (centres undefined)	-14%	-22%	?	?	?	3
COc1cccc(/C=N/n2c(=S)n(C)c3cc(C)c(C)cc32)c1OC	-3%	-13%	-19%	?	-30%	12
CC(Nc1ccc(Cl)c(Cl)c1)C(=O)NN (centres undefined)	4%	-45%	-16%	-8%	4%	-34
CC(NC(=O)CCC(=O)c1cccs1)c1ccccc1 (centres undefined)	.	-33%	-35%	0%	9%	-19

Rewritten bar-delimited: 2 of the compounds above.
Structure | Giardia FBPA inh | AmpC no deterg | Sm TGR inh | AmpC detergent | HCV inh | HCMV antiviral
CC(NC(=O)CCC(=O)c1cccs1)c1ccccc1 (centres undefined) | . | -33% | -35% | 0% | 9% | -19
COc1cccc(/C=N/n2c(=S)n(C)c3cc(C)c(C)cc32)c1OC | -3% | -13% | -19% | ? | -30% | 12

Other structures follow:
SMILES	Giardia FBPA inh	AmpC no deterg	Sm TGR inh	AmpC detergent	HCV inh	HCMV antiviral
O=C(NCc1cccnc1)C(=O)Nc1nc2ccccc2s1	-1%	-21%	4%	7%	1%	-10
CCCCc1c(C)c(C#N)c2nc3ccccc3n2c1NCCN(C)C	0%	36%	-1%	-5%	-30%	?
COc1cc2nc(C3CCC3)n(NC(=O)C(OC(C)=O)c3ccccc3)c(=O)c2cc1OC (centres undefined)	-11%	131%[activator]	-2%	-12%	-10%	7
COc1ccc(N(CC(=O)N2CCCCCC2)S(=O)(=O)c2c(C)[nH]c(=O)[nH]c2=O)cc1	1%	-25%	-22%	?	4%	?
O=C(NCC(c1cccnc1)N1CCc2ccccc2C1)C(=O)Nc1ccccc1F (centres undefined)	.	.	7%	15%	.	14
CC[C@@]1(O)C(=O)OCc2c1cc1n(c2=O)Cc2cc3ccccc3nc2-1	-1%	-14%	-6%	2%	.	.
O=C(NN=Cc1ccccc1OC(F)F)c1cccc(S(=O)(=O)N2CCCC2)c1	.	-5%	.	.	11%	-1
CC(C)(C)NC(=O)COc1ccc(CNc2ccc3[nH]c(=O)[nH]c3c2)cc1	?	-35%	-31%	0%	-1%	43
Cc1nc2cc(NC(=O)CS(=O)(=O)c3ccccc3)ccc2s1	.	-18%	0%	-20%	?	37
CCOc1ccc(C2/C(=C(/O)c3ccc(Cl)cc3)C(=O)C(=O)N2CCCN(C)C)cc1OC (centres undefined)	6%	-8%	-16%	-18%	.	.
O=C1c2cccc3c([N+](=O)[O-])ccc(c23)C(=O)N1c1nccs1	-15%	-17%	1.8µM*	-1%	?	-95*
CCn1cc2nc(SCc3cccc(C)c3)n(CCc3ccccc3)c(=O)c2n1	.	.	24%	6%	.	-14

Given in CSV form: entries from further up.
canonical_smiles,Giardia FBPA inh,AmpC no deterg,Sm TGR inh,AmpC detergent,HCV inh,HCMV antiviral
COc1cc2nc(C3CCC3)n(NC(=O)C(OC(C)=O)c3ccccc3)c(=O)c2cc1OC (centres undefined),-11%,131%[activator],-2%,-12%,-10%,7
COc1ccc(N(CC(=O)N2CCCCCC2)S(=O)(=O)c2c(C)[nH]c(=O)[nH]c2=O)cc1,1%,-25%,-22%,?,4%,?
O=C(NCC(c1cccnc1)N1CCc2ccccc2C1)C(=O)Nc1ccccc1F (centres undefined),.,.,7%,15%,.,14
CC[C@@]1(O)C(=O)OCc2c1cc1n(c2=O)Cc2cc3ccccc3nc2-1,-1%,-14%,-6%,2%,.,.

Compound activity from PubChem.
